Compound activity from PubChem.
TDP1 cell CPT: DT40-hTDP1 cell growth loss with CPT; chicken DT40 Tdp1-/-;hTDP1 cells + 20 nM CPT, ATP luminescence, 48 h; Potency, µM (highest dose often 46.2 µM), for inactives: at the highest dose activity change, negative = growth inhibition, hits mostly inhibitors; 420,000 tested, 12% active; note: nearly all actives have a fitted effect of over 55% in size
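Cell growth measured by CellTiter-Glo luminescence after a minimum 48 h, 37 C compound exposure with 20 nM CPT in Tdp1-knockout DT40 cells stably expressing hTDP1, seeded 400/well; qHTS titration format.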
TDP1 cell noCPT: qHTS for Inhibitors of human tyrosyl-DNA phosphodiesterase 1 (TDP1): qHTS in cells in absence of CPT | DT40 Tdp1-/- hTDP1 cells, no CPT, ATP luminescence, 48 h | Potency, µM (titrated, usually from 46.2 µM), inactives show at the highest dose activity change, negative = growth inhibition, hits mostly inhibitors | 420,000 tested, 15% active | AID 686978, 2013; note: nearly all actives have a fitted effect of over 55% in size
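Chicken DT40 Tdp1-/- cells stably complemented with human TDP1 were seeded at 400 cells/well with DMSO in place of 20 nM camptothecin. After compound pinning, cells grew at least 48 hr at 37 °C; viability read by CellTiter-Glo luminescence.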
TDP1 block: inhibitors of human tyrosyl-DNA phosphodiesterase TDP1; AID 485290; 350,000 tested, 0.28% active; Potency, µM (titrated, usually from 130 µM), inactives show at the highest dose activity change, negative = inhibition, hits mostly inhibitors; recombinant TDP1, AlphaScreen DNA substrate cleavage; note: nearly all actives have a fitted effect of over 40% in size
Target sequence (Q9NUW8 whole entry, looked up): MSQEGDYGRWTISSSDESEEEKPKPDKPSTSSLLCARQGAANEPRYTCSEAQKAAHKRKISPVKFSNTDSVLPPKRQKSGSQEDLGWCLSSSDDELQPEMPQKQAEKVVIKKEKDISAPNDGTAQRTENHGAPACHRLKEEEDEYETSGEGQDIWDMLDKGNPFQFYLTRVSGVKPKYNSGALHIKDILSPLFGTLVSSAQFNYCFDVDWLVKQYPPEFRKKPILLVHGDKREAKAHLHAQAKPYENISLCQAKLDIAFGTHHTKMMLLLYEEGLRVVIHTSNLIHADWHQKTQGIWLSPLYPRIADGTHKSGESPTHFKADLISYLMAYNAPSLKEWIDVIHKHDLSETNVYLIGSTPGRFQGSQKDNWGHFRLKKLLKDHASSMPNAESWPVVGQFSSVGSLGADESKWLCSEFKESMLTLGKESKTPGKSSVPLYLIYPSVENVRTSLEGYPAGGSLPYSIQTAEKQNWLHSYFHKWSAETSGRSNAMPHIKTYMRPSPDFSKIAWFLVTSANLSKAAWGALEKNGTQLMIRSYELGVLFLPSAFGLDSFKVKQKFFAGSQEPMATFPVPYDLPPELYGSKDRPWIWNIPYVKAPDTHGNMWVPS
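Enzyme-compound mixtures sat 15 min at room temperature, followed by a 5 min reaction with 15 nM final substrate and 10 min with AlphaScreen beads. Recombinant human Tdp1 was used at 1 nM final.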
Active calls of the source: *; ? = inconclusive; / = no result given; & = joins results of further samples; [ ] = another dose, or the depositor's remark. Calls come from the whole dose curve; as a rule, active = well fitted curve in the direction sought with a large enough effect; inconclusive = small, poorly fitted or top-dose-only effect, or another doubt; inactive = no such curve, though single readings can be large; an effect the other way counts as inactive or inconclusive. % is set by controls: 0 for no effect and ±100 for the full control effect; potency is the fitted concentration of half-maximal effect.

Order of values – TDP1 cell CPT	TDP1 cell noCPT	TDP1 block
> COc1ccc(OC)c(S(=O)(=O)Nc2cccc(-c3ccc4nncn4n3)c2)c1
    ?	?	3.1%
> O=C1c2ccccc2C(=O)c2c1cccc2N1CCOCC1
    ?	?	13.3%
> Cc1ccc(NC(=O)CN(C)C(=O)COC(=O)CNS(=O)(=O)c2ccc(Br)cc2Cl)cc1
    0.3%	0.0%	4.7%
> CC1CC(C)(C)NC(=S)N1CCCC(=O)Nc1ccc(F)c(F)c1 (stereo not given)
    1.1%	1.9%	0.0%
> CC(C)(C)CC(=O)Nc1ccccc1N1CCN(c2ccccc2)CC1
    ?	?	-5.3%
> CCOC(=O)Cc1csc(NC(=O)Cn2c(=O)oc3ccccc32)n1
    -29.3%	-17.9%	/
> O=C(Cc1cc(=O)[nH][nH]1)N/N=C/c1cccc(Cl)c1Cl
    -5.3%&-20.1%	24.1%&1.7%	7.5%&0.0%
> O=C(Nc1ccc(NC(=O)c2sc3ccccc3c2Cl)cc1Cl)c1ccco1
    ?	?	3.9%
> Cc1ccc([N+](=O)[O-])cc1NC(=O)C(Sc1ccccc1)c1ccccc1 (stereo not given)
    ?	16.4µM*	2.7%
> CC1(C)CC(N2CCCC2)=CC(=[N+]2CCCCC2)C1
    0.411µM*	0.259µM*	2.3%
> CCN1CCC(N(Cc2ccc3c(c2)OCO3)C(=O)Nc2cccc(C)c2C)CC1
    ?	?	6.2%
> CCCNC(=S)N1CCC(NC(=O)C2CCCCC2)CC1
    16.4µM*	?	3.1%
> COc1cccc(-c2noc(CCCC(=O)Nc3ccc(C(N)=O)cc3)n2)c1
    ?	?	0.0%
> CCOc1ccc2ccccc2c1/C=N/NC(=O)CNC(=O)c1ccccc1O
    5.9%	?	/
> Cc1ccc(OCC(=O)N/N=C/c2ccco2)cc1
    6.8%	-19.2%	8.8%
> Cc1nnc(NC(=O)CSc2ccc(-c3ccco3)nn2)s1
    -29.5%	-18.8%	44.7µM*
> COc1ccc(CN2CCCC2C(=O)Nc2ccc(OC)c(OC)c2)cc1OC (stereo not given)
    1.6%	2.8%	2.9%
> C=CCSc1nc2c(c(=O)[nH]c(=O)n2C)n1Cc1ccccc1
    ?	?	/
> Cc1ccccc1NC(=O)Cc1nc(COC(=O)c2cccc(C)c2O)cs1
    -12.4%	4.2%	1.2%
> O=C(/C=C/c1ccc2c(c1)OCO2)NCc1ccncc1
    -11.4%	?	/

Order of values – TDP1 cell CPT	TDP1 cell noCPT	TDP1 block
> O=C(CN1C(=O)c2ccccc2C1=O)N1CCCCC1
    -9.1%	-7.9%	0.0%
> Cc1ccc(-n2c(C)cc(C(=O)COc3c(CO)cc(F)cc3CO)c2C)cc1C
    9.2µM*	3.66µM*	8.1%
> O=C(CCNC(=O)c1ccc(Br)cc1)NCCCSc1ccccc1
    -4.9%	-5.6%	-5.7%
> COc1ccc(C(=O)NCc2nnc(SCC(=O)N3CCCc4ccccc43)o2)cc1OC
    -11.0%	-3.0%	2.6%
> Cc1cc(Br)ccc1NC(=O)c1cc2c(=O)n(C)c3cc(Cl)ccc3c2s1
    ?	?	2.3%
> Cc1ccc(OC(=O)c2sc3ncn(C)c(=O)c3c2C)cc1
    2.1%	-6.7%	5.3%
> C[N+]1(C)CCN(CC(O)(c2ccccc2)C2CCCCC2)CC1 (stereo not given)
    2.2%	-14.7%	/
> COc1ccc(-c2ccc(C(=O)NCc3ccc(N4CCN(C)CC4)cc3)c3occc23)c(C)c1
    16.4µM*	16.4µM*	/
> CN1CCc2c(sc3c2c(=O)n(-c2ccccc2)c2nnc(SCc4ccc(Cl)cc4)n32)C1
    13µM*	?	1.0%
> CCCN(CC(=O)Nc1ccccc1C)C(=O)CCl
    2.59µM*	2.06µM*	5.9%
> COc1ccc(OCC(=O)NNc2c3ccccc3nc3ccccc23)cc1
    23.1µM*	20.6µM*	/
> Cc1c(S(=O)(=O)N2CCCCC2)c(=O)n(C)c(=O)n1C
    16.6%	9.4%	/
> O=c1c(-c2c(O)cc(O)c3c2O[C@H](c2ccc(O)cc2)CC3)c(-c2ccc(O)cc2)oc2cc(O)cc(O)c12
    ?	5.17µM*	7.6%
> CCCOc1ccc(N2C(=O)CC(N(CCc3ccc(S(N)(=O)=O)cc3)C(C)=O)C2=O)cc1 (stereo not given)
    3.0%	-0.4%	0.0%
> CSCCC(NS(=O)(=O)c1cccc(C(F)(F)F)c1)C(=O)Nc1ccccc1N1CCCC1 (stereo not given)
    ?	?	6.0%
> O=C(Nc1ccc([N+](=O)[O-])cc1)Nc1cnccn1
    ?	16.4µM*	0.6%
> N#Cc1cc([N+](=O)[O-])ccc1NC(=O)CSc1n[nH]c(=O)n1C1CC1
    -16.7%	-21.0%	1.6%
> CCN1CCN(C(=O)C(=O)c2cn(CC(=O)N(CC)CC)c3ccccc23)CC1
    -14.3%	-4.7%	3.3%
> CC(C)CCn1c(=O)c2ccccc2n2c(CCC(=O)NCC3CCCO3)nnc12 (stereo not given)
    -21.1%	-2.3%	2.0%
> C[C@H](CO)N1C[C@H](C)[C@@H](CN(C)CC2CCCCC2)Oc2ccc(NC(=O)CCN3CCOCC3)cc2C1=O
    -27.2%	-12.2%	0.3%

Order of values – TDP1 cell CPT	TDP1 cell noCPT	TDP1 block
> O=C(NCC(=O)N1CCN(S(=O)(=O)/C=C/c2ccccc2)CC1)c1ccc(Cl)cc1
    -22.3%	-18.4%	-3.1%
> COc1cc(/C=C2/C(=O)c3cccc([N+](=O)[O-])c3C2=O)c(Br)cc1O
    6.51µM*	5.17µM*	1.1%
> COc1ccccc1NC(=S)NCc1ccc2c(c1)cc(C)n2C
    16.4µM*	23.1µM*	7.0%
> CC(CC(=O)Nc1ccc(F)c([N+](=O)[O-])c1)c1ccccc1 (stereo not given)
    ?	?	2.8%
> Cc1nnc(SCC(=O)Nc2ccc(N(C)C)cc2)[nH]c1=O
    -29.9%	?	-6.1%
> CCc1ccc2nc(N(CCCN(C)C)C(=O)c3ccc(S(=O)(=O)N4CCCC4)cc3)sc2c1
    ?	?	4.4%
> O=C(Oc1cccc(Cl)c1)N1CCOCC1
    6.2%	-4.4%	/
> Cc1ccsc1C(=O)OCC(=O)N1CC(=O)Nc2ccccc21
    -3.6%	-2.6%	6.2%
> CCOc1cccc2sc(NC(=O)CS(=O)(=O)c3ccc(C)cc3)nc12
    -9.8%	-27.3%	10.4%
> CC(Sc1nnc(C2CC2)n1Cc1ccccc1)C(=O)N1CCNC1=O (stereo not given)
    -8.6%	1.0%	0.8%
> O=C(c1ccccc1)C(O)C(c1ccccc1)N1CCOCC1 (stereo not given)
    -3.6%	2.5%	/
> CCOC=C1SC(=S)N(c2ccccc2OC)C1=O
    1.0%	-16.2%	/
> COc1ccc(CN(C)S(=O)(=O)c2nnc(NC(=O)c3cccc(C)c3)s2)cc1OC
    -29.5%	5.8%	3.8%
> CC(=O)c1cccc(NC2c3ncccc3C(=O)N2Cc2ccco2)c1 (stereo not given)
    0.9%	5.7%	5.3%
> O=C1[C@H]2[C@@H](c3ccccc3)N[C@]3(CCCN(Cc4ccco4)C3=O)[C@H]2C(=O)N1Cc1ccccc1
    ?	?	/
> O=C(CSc1nc2ccccc2n1-c1ccccc1)Nc1ncc(Cl)cc1Cl
    -16.5%	?	3.0%
> CC(C)CC(NC(=O)CN)C(=O)NC(Cc1ccccc1)C(=O)O (stereo not given)
    8.9%	-9.4%	10.5%[56.1 µM]
> Nn1c(Cc2cccc3ccccc23)nnc1SCc1ccccc1
    ?	?	4.5%
> O=C(NCC(c1cccnc1)N1CCN(c2ccccc2F)CC1)c1cccc(Cl)c1 (stereo not given)
    20.6µM*	16.4µM*	5.1%
> Cc1ccc(C2=N/C(=C/c3cccs3)C(=O)N2Nc2ccccc2)cc1
    -17.9%	?	10.7%

Order of values – TDP1 cell CPT	TDP1 cell noCPT	TDP1 block
> COc1ccc(S(=O)(=O)Cc2ccc(C(=O)N3CC(C)CC(C)C3)o2)cc1 (stereo not given)
    -2.5%	-28.6%	/
> CCOC(=O)c1c(NC2=NS(=O)(=O)c3ccccc32)sc2c1CCC(C)C2 (stereo not given)
    ?	?	-5.5%
> COc1ccc(NC(=O)c2ccc(NC(=O)CN3CCN(c4ccccc4)CC3)cc2)cc1
    -1.4%	-0.9%	0.7%
> CCOC(=O)C(C(=O)NCCCN1CCOCC1)C1CCCCC1 (stereo not given)
    3.2%	-11.1%	0.0%
> Cc1cc(C)c(S(=O)(=O)c2cccc(Cl)c2)c(Cl)n1
    -8.7%	?	5.9%
> Cc1cccc(C(=O)NCCCNC(=O)c2ccc(C)nc2)c1
    0.0%	3.1%	3.0%
> O=C(c1cccs1)N1CCN(Cc2nc(-c3ccccc3)no2)CC1
    ?	?	/
> CCNC(=S)N/N=C/c1ccc(OCCOc2ccccc2C)cc1
    ?	-21.5%	-1.0%
> C[C@H](CO)N1C[C@H](C)[C@@H](CN(C)Cc2ccccc2)Oc2c(NC(=O)C3CC3)cccc2C1=O
    ?	?	2.2%
> O=C(OC1CC2CC1[C@H]1CCCCN1C2=O)N1CCCCC1 (stereo not given in full)
    0.0%	-14.1%	/
> CSc1ncc(Cl)c(C(=O)Nc2cccc(C)c2)n1
    -28.0%	-26.0%	0.6%
> Cc1cccc(/N=C/C2=C(O)CC(C)(C)CC2=O)n1
    -4.9%	-3.2%	-2.8%
> CCOc1ccc(CCNc2nc3c(-c4ccc(C)cc4)nnn3c3ccccc23)cc1OCC
    0.3%	?	-1.3%
> NC(=O)c1ccsc1NC(=O)C1CCCN1S(=O)(=O)c1ccc(Cl)cc1 (stereo not given)
    -15.2%	-4.6%	-3.9%
> Cc1ccccc1CC1(CO)CCCN(Cc2ccn[nH]2)C1 (stereo not given)
    -5.0%	-10.5%	6.1%
> COc1ccc(/C=C(/C(=O)NCc2ccccc2)c2ccccc2)cc1
    ?	20.6µM*	-5.5%
> COc1cc(C)ccc1OCCSc1nnc(-c2cccs2)o1
    5.1%	?	-0.5%
> Cc1ccc(S(=O)(=O)Nc2c(C)cc([N+](=O)[O-])cc2C)cc1
    -14.7%	?	/
> Cc1ccccc1C(=O)Nc1ccccc1OCc1cc(=O)n2ccccc2n1
    ?	?	5.4%
> CN(C)S(=O)(=O)c1ccc(Cl)c(C(=O)NC2CCCCCCC2)c1
    ?	?	12.1%

Order of values – TDP1 cell CPT	TDP1 cell noCPT	TDP1 block
> CCCc1ccc(OCC(O)CN2CCc3ccccc3C2)cc1 (stereo not given)
    ?	?	/
> C[C@@H]1NC(=O)/C(=C\c2ccccc2Cl)NC1=O
    2.3%	-9.7%	/
> COc1ccccc1/C=C/C=N/n1c(C2CCCCC2)n[nH]c1=S
    ?	16.4µM*	4.4%
> CCCS(=O)(=O)N1CCN(C(=O)c2ccc(-c3ccccc3)cc2)CC1
    ?	?	3.5%
> COc1ccc(OC)c(CN2CCN(S(=O)(=O)c3ccccc3)CC2)c1
    -1.7%&-23.8%	-20.0%&-17.6%	2.3%
> Cc1[nH]c(=O)c(C#N)c2c1COC(C)(C)C2
    3.6%	-1.0%	0.0%
> O=C(CP(=O)(c1ccccc1)c1ccccc1)Nn1cnnc1
    -4.3%	10.4%	2.1%
> COc1cc(Cl)c(C)cc1NC(=O)CC1CCCC1
    8.8%	-21.7%	-3.6%
> Cc1cccc(N2CCN(C(=S)NC3CCCCC3)CC2)c1C
    ?	16.4µM*	4.3%
> CCOC(=O)c1ccccc1NC(=O)C1CC(=O)N(C2CCCCC2)C1 (stereo not given)
    -19.6%	-3.0%	-2.8%
> Cc1ccc2c(c1)C1CN(C)CCC1N2C(=S)NC(=O)c1ccc(Br)cc1 (stereo not given)
    9.2µM*	?	5.0%
> Cc1ccc(NC(=O)COC(=O)c2cccnc2Cl)cc1S(=O)(=O)N1CCOCC1
    -13.6%	10.1%	0.8%
> COc1ccccc1NC(=O)c1nn(-c2ccccc2)ccc1=O
    ?	?	5.6%
> Cc1cc([N+](=O)[O-])ccc1NC(=O)C[n+]1ccc(N(C)C)cc1
    -7.3%	?	-2.8%
> O=C(NCCCN1CCOCC1)C(=O)NCc1ccc(Cl)cc1
    2.3%	-2.3%	5.1%
> Cc1ccc(S(=O)(=O)N2CCN(C(=O)c3cc4c(s3)CCCC4)CC2)cc1
    ?	16.4µM*	0.7%
> COCCN(C(=O)COC(=O)C1=COCCO1)c1c(N)n(Cc2ccccc2)c(=O)[nH]c1=O
    -3.2%	-0.3%	1.6%
